TR SRC2 fluor cs = alters Texas Red total fluorescence, flagging assay interference; TRb/SRC2 Texas Red total fluorescence interference; Potency, µM (highest dose often 106 µM), for the others: at the top dose fluorescence change, negative = quenching; 280,000 tested, 0.29% active; active = well fitted curve in either direction with a large enough effect; inconclusive = small, poorly fitted or top-dose-only effect; note: % is set by controls: 0 for no effect and ±100 for the full control effect
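Flags fluorescent or light-absorbing compounds by total fluorescence, S + 2P, at 555 nm excitation and 632 nm emission. Mixture: 20 nM Texas Red SRC2 peptide, 0.6 uM human TRb LBD, 1 uM T3, 5% DMSO; compound exposure 5 h at ambient temperature.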
RECQ1 helicase = RECQ1 (human) helicase inhibition | Potency, µM (series often up to 57.3 µM), inactives show at the top dose activity, negative = inhibition, most hits filed as inhibitors | 240,000 tested, 0.54% active | P46063 | RECQ1 DNA unwinding, red fluorescence kinetic read | AID 2549;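 note: plate controls were vehicle for no effect and no enzyme for full effect; nearly all actives have a fitted effect of over 30% in size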
Target sequence (P46063 whole entry, looked up): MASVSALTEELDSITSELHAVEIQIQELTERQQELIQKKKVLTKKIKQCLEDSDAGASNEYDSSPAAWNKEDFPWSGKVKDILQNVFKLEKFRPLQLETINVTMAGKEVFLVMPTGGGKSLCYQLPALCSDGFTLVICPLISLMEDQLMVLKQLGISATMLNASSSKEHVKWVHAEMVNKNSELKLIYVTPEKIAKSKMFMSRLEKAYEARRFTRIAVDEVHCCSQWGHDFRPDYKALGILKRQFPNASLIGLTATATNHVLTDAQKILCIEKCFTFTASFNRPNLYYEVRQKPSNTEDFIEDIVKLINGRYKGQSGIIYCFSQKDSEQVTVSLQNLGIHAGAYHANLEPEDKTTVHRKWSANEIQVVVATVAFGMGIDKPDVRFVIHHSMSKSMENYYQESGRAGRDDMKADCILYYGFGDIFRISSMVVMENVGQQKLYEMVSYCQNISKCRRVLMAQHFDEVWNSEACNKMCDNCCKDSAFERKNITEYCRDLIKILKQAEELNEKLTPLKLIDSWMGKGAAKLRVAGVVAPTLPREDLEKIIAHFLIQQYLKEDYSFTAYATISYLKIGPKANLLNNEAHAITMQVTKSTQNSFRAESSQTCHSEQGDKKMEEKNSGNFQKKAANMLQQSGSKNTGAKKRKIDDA
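50 nM RECQ1T1 preincubated 15 min with compound in Tris pH 8.0 buffer with MgCl2, DTT, Tween-20 and 2.5 ug/ml poly(dI-dC); started with 200 nM TAMRA/BHQ-2 forked duplex and 2 mM ATP. Unwinding read as fluorescence (525/598 nm), two reads 2 h apart.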
Tau fibril FP = tau fibrillization inhibition (FP) | P10636 | K18 P301L tau heparin fibrillization, Alexa594 FP, 6 h | Potency, µM (doses to about 57.7 µM), without a hit: at the top dose activity, negative = inhibition, usual class: inhibitors | 280,000 tested, 0.39% active; note: % is set by controls: 0 for no effect and ±100 for the full control effect; nearly all actives have a fitted effect of over 55% in size
Target sequence (P10636 561-689 P618L limits assumed): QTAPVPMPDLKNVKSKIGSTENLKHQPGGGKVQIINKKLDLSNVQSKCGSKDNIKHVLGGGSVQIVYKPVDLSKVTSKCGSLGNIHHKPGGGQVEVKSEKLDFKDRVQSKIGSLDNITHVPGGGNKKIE
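Compound effects on tau fibrillization are measured by Alexa 594 fluorescence polarization (ex 555, em 632 nm). K18 P301L tau is used at 15 uM with 0.24 uM labeled tracer, and 20 uM heparin induces aggregation over 6 hr at 37 C.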
Tau fluor counter = counter-screen for tau fibril formation inhibitors; tau K18 P301L Alexa594 fluorescence, heparin fibrillization; Potency, µM (series often up to 57.7 µM), for the others: at the highest dose activity change, negative = decrease; 280,000 tested, 0.93% active; AID 1463; note: % is set by controls: 0 for no effect and ±100 for the full control effect; nearly all actives have a fitted effect of over 55% in size
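Human K18 P301L tau (15 uM unlabeled plus 0.24 uM Alexa 594-labeled, final) in 100 mM sodium acetate pH 7 was mixed with compound and 20 uM heparin and incubated 6 hr at 37 C.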
Tau ThT inhib = tau fibrillization inhibition (ThT binding); 270,000 tested, 2.1% active; recombinant tau K18 P301L (four-repeat tau fragment), heparin-induced fibrillization, ThT fluorescence; P10636; Potency, µM (doses to about 57.4 µM), for the others: top-dose activity, negative = inhibition, hits mostly inhibitors; note: % is set by controls: 0 for no effect and ±100 for the full control effect; nearly all actives have a fitted effect of over 55% in size
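Heparin-induced (20 uM) aggregation of recombinant human K18 P301L tau, 15 uM unlabeled with 0.24 uM labeled, pH 7 acetate buffer, 6 hr at 37 C with compound. Fibrils quantified by 30 uM ThT fluorescence after 1 hr ambient incubation.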
HTT cytoprotect = Huntington cell model cytoprotection by ATP luminescence. PC12 HTT-Q103 induced, cytoprotection, ATP luminescence, 40 h. Potency, µM (top dose mostly 56.4 µM), for the others: cytoprotection (ATP increase), most hits filed as activators. 230,000 tested, 0.14% active. AID 1471;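 note: % of control where 0% means no effect; nearly all actives have a fitted effect of over 45% in size; toxic huntingtin expression switched on by the ecdysone agonist tebufenozide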
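Huntington model: PC12 line, ecdysone-inducible HTTQ103 exon1–GFP, tebufenozide 100 nM. Test articles in a dose series. Endpoint luminescence from cellular ATP.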
L3MBTL1 inh = blocks human L3MBTL1. 230,000 tested, 0.66% active. AlphaScreen L3MBTL1–H3K9me1 peptide binding. Potency, µM (series often up to 57.1 µM), without a hit: at the top dose activity, negative = inhibition, usual class: inhibitors; note: % is set by controls: 0 for no effect and ±100 for the full control effect; nearly all actives have a fitted effect of over 60% in size
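L3MBTL1 (50 nM) pre-complexed 30 min with biotinylated H3(1-15)K9me1 peptide (75 nM), then compounds added for 30 min at room temperature; AlphaScreen streptavidin donor/nickel chelate acceptor beads (10 ug/mL final) read after 30 min dark incubation.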
TRb SRC2 PPI = TRbeta-SRC2 interaction inhibition | P10828 | TRbeta-SRC2 peptide binding, fluorescence polarization; receptor liganded with 1 µM T3 | Potency, µM (doses to about 106 µM), for the others: at the highest dose activity change, negative = inhibition, usual class: inhibitors | 280,000 tested, 0.065% active | AID 1469;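 note: plate controls were bound peptide for no effect and peptide without receptor for full effect; nearly all actives have a fitted effect of over 50% in size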
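Read-out is fluorescence polarization (555 nm excitation, 632 nm emission) of a Texas Red SRC2 coactivator peptide; loss of signal reflects blocked binding to human TRb ligand-binding domain in the presence of 1 uM T3.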
An asterisk follows results filed as active; i = inactive; ? = inconclusive; . = not tested or not shown; & = joins results of further samples; [ ] = dose if it differs, or a comment. Unless noted, calls come from the whole dose curve; as a rule, active = well fitted curve in the direction sought with a large enough effect; inconclusive = small, poorly fitted or top-dose-only effect, or another doubt; inactive = no such curve, though single readings can be large; an effect the other way counts as inactive or inconclusive. Potency is the fitted concentration of half-maximal effect. An excerpt; rates above refer to the full screens.

Values run as follows: TR SRC2 fluor cs	RECQ1 helicase	Tau fibril FP	Tau fluor counter	Tau ThT inhib	HTT cytoprotect	L3MBTL1 inh	TRb SRC2 PPI
Cc1ccc(C)c(N2CCN(C(=O)c3cc4ccc5cccnc5c4[nH]3)CC2)c1
 : 1%	.	1%	-21%	?	.	.	2%
C=CCNC(=O)C1CC1(c1ccccc1)c1ccccc1 (centres undefined)
 : -1%	1%	-1%	9%	14%	-9%[0.074 µM]	-21%	8%
CCN(CCCNC(=O)CN1N=C(c2ccccc2)CCC1=O)c1cccc(C)c1
 : 0%	.	14%	-29%	?	.	.	0%
CC(C)c1ccc(O)c(NC(=O)c2cccnc2)c1
 : 1%	-2%	3%	-9%	1%	-14%[10 µM]	.	2%
Cc1cccc(Nc2nn3c(=O)c4cc5c(cc4nc3s2)OCO5)c1
 : -1%	.	-7%	-13%	-16%	.	.	1%
CN(Cc1ccsc1)C(=O)CCc1nnc(Cc2c[nH]c3ccccc23)o1
 : -1%	-9%	-5%[2.34 µM]	7%	7%	3%[10 µM]	5%	-1%
CCCc1cc(NCCCN2CCOCC2)n2c(nc3ccccc32)c1C#N
 : -3%	1%	0%	4%	10%	1%[10 µM]	-18%	-3%
CC(C)c1ccccc1OCC(=O)NN1C(=O)c2ccccc2C1=O
 : -2%	i	-9%	-14%	0%	-14%	-2%	-1%
CC(=O)Nc1ccc(NC(=O)C(Cc2ccccc2)NC(=O)C2CCC(C)CC2)cc1 (centres undefined)
 : -1%	-4%	-4%	-7%	5%	10%[10 µM]	7%	-4%
CCN(CC)CCOC(=O)c1ccc(NC(=O)c2nn(C)c3c2COc2ccccc2-3)cc1
 : -1%	.	3%	3%	1%	.	.	5%
COCCn1cc(C(=O)c2cc(Br)ccc2O)cc(C#N)c1=O
 : 0%	0%	0%	-15%	-12%	-36%[inhibitor]	.	-7%
O=C(c1cnccn1)N1CCc2ccccc2C1
 : 0%	i	-1%	-7%	-4%	-16%	.	0%
Cc1cccc(CNS(=O)(=O)c2ccc(-c3cnc(C4CC4)o3)cc2)c1
 : -2%	.	1%	-20%	?	.	.	2%
O=[N+]([O-])c1ccc(/C=N/NS(=O)(=O)c2ccc(Cl)cc2)o1
 : -2%	i	-13%	0%	?	0%[10 µM]	10%	8%
O=[N+]([O-])c1cc(S(=O)(=O)Nc2ccccc2)ccc1N1CCN(c2ccc(O)cc2)CC1
 : -1%	i	9%	-2%	-6%	25%[10 µM]	-14%	-8%

Later entries.
Values run as follows: TR SRC2 fluor cs	RECQ1 helicase	Tau fibril FP	Tau fluor counter	Tau ThT inhib	HTT cytoprotect	L3MBTL1 inh	TRb SRC2 PPI
Cc1ccc2oc(=O)c3cc(C(=O)N4CCN(c5ccccc5)CC4)sc3c2c1
 : -3%	.	-7%	-8%	-11%	.	.	-4%
CCC1=C(OC(=O)N(CC)CC)N2C(=O)OC(=NCC3CC3)[C@]2(Cc2ccccc2)[C@H]2C1=CC[C@H]1C(=O)N(CC(=O)OC)C(=O)[C@H]12
 : -1%&-1%	i	4%&7%	-12%&0%	-16%&-4%	-13%	.	4%&-3%
CC(=O)c1cnc(-c2cccc(Cl)c2)s1
 : 1%	i	2%	-2%	-6%	-58%	3%	-2%
Cc1c(Cc2ccccc2)c(=O)oc2cc(OCc3nn[nH]n3)ccc12
 : 2%	i	-1%	7%	2%	-7%	-2%	-8%
CCOc1cc(NC(=O)c2ccco2)c(OCC)cc1NC(=O)CCc1ccc(OC)cc1
 : -3%	i	11%	-14%	-13%	1%[10 µM]	-2%	2%
COc1ccc(S(=O)(=O)c2c(Nc3ccc(F)cc3)sc(C(=O)c3ccc4c(c3)OCO4)c2N)cc1
 : 2%	.	-10%	-14%	-1%	.	.	0%
CCCC(=O)Nc1ccccc1-c1nnc(SCC)[nH]c1=O
 : -1%	25%	11%	10%	8%	24%[10 µM]	0%	0%
CC(C)COc1ccc(C2NC(=O)NC2=O)cc1 (centres undefined)
 : 1%	-8%	3%	-5%	-16%	0%[10 µM]	7%	9%
CCCCn1c(=O)c2oc3ccccc3c2n(Cc2ccc(OC)cc2)c1=O
 : 0%	.	-2%	-9%	2%	.	.	5%
COc1ccc(N(C(=O)c2cc3ccccc3oc2=O)C2C=CS(=O)(=O)C2)cc1 (centres undefined)
 : -2%	-1%	0%	-2%	-2%	9%	14%	3%
O=C(C1CCN(C2CC(=O)N(c3cccc(Cl)c3)C2=O)CC1)N1CCCCCC1 (centres undefined)
 : 1%	-1%	1%	-5%	-9%	5%	23%[11.4 µM]	-1%
CCOC(=O)c1cc(=O)n(-c2ccc(Cl)cc2C)[nH]1
 : -2%	-1%	6%	-4%	-16%	.	5%	-7%
Cc1ccccc1C(=O)O/N=C(\N)c1ccncc1
 : -1%	3%	4%	-2%	-5%	.	10%	9%
Cc1cc(N2CCN(c3ccccn3)CC2)n2c(nc3ccccc32)c1C#N
 : -7%	-12%	-5%	1%	-3%	0%	6%	4%
COc1ccc(CCNC(=O)c2c(C)oc3ncn(CC(C)C)c(=O)c23)c(OC)c1
 : -1%	.	-4%	-20%	?	.	.	1%

The results go on:
Values run as follows: TR SRC2 fluor cs	RECQ1 helicase	Tau fibril FP	Tau fluor counter	Tau ThT inhib	HTT cytoprotect	L3MBTL1 inh	TRb SRC2 PPI
CC1CCN(C(=O)c2ccc(S(=O)(=O)Cc3cccc(F)c3)c([N+](=O)[O-])c2)CC1
 : 1%	2%	-5%	-22%	?	9%[10 µM]	-2%	0%
Cc1ccccc1CS(=O)(=O)Cc1ccc(C(=O)NCc2ccccn2)o1
 : 3%	-3%	0%	1%	-17%	-12%	-6%	-3%
Cc1c(C(=O)Nc2ccc(Cl)cc2)c2ccccn2c1C(=O)c1ccc(F)cc1
 : -4%	-3%	-12%	-18%	0%	13%[10 µM]	.	3%
Cc1nn(-c2ccccc2)c(C)c1P(=O)(c1ccccc1)N(C)C (centres undefined)
 : -1%	-8%	-2%	1%	2%	2%	6%	-7%
Cc1cccc(-c2nc3ccccc3c(=O)n2NC(=O)c2ccc([N+](=O)[O-])c(C)c2)c1
 : 1%	-5%	-8%	-21%	2%	16%[10 µM]	-2%	-17%
NS(=O)(=O)c1cccnc1Nc1c(Cl)cccc1Cl
 : 2%	12%	-7%	-7%	1%	-3%	.	1%
O=C(OCn1nnc2ccccc2c1=O)c1cccs1
 : 0%	-6%	-1%	-5%	-3%	-8%	3%	8%
Cc1cc(C)cc(NC(=O)NCc2c(-n3cccc3)sc3c2CCCC3)c1
 : -2%	.	-11%	-20%	-12%	.	.	-6%
O=C(O)c1ccccc1Nc1ccnc(Cl)n1
 : -1%	5%	2%	16%	.	19%[10 µM]	.	3%
Cc1nn(Cc2ccc(Br)cc2)c(C)c1NC(=O)c1nn(C)cc1Cl
 : 2%	i	5%	-4%	-3%	5%	?	-21%
CCOC(=O)N1N=C(C)CC1(O)c1ccccc1 (centres undefined)
 : 0%	-1%	-1%	2%	-3%	5%[10 µM]	11%	-2%
O=C(COc1ccc(S(=O)(=O)NC2CCCCC2)cc1)NCc1cccnc1
 : 3%	i	2%	1%	11%	-19%	.	2%
COC(=O)CC1c2ccccc2C=C(/C=C/c2ccc3c(c2)OCO3)N1C(=O)OC (centres undefined)
 : -3%[11.2 µM]	-5%[11.5 µM]	4%[11.6 µM]	-5%[11.6 µM]	-1%[11.5 µM]	-1%[10 µM]	.	-4%[11.2 µM]
Cc1ccc(C)c2sc(NC(=O)c3ccc(S(=O)(=O)N4CCCC4)cc3)nc12
 : -2%	.	-11%	-21%	3%	.	.	-10%
Cc1c(N2C(=O)CS/C2=N\N=C\c2ccc(Br)cc2)c(=O)n(-c2ccccc2)n1C
 : -2%	i	-4%	-1%	-18%	-5%	-4%	-4%

Just Tau fibril FP, Tau fluor counter and Tau ThT inhib (two entries from above):
molecule | Tau fibril FP | Tau fluor counter | Tau ThT inhib
O=C(COc1ccc(S(=O)(=O)NC2CCCCC2)cc1)NCc1cccnc1 | 2% | 1% | 11%
COC(=O)CC1c2ccccc2C=C(/C=C/c2ccc3c(c2)OCO3)N1C(=O)OC (centres undefined) | 4%[11.6 µM] | -5%[11.6 µM] | -1%[11.5 µM]

The listing continues.
Values run as follows: TR SRC2 fluor cs	RECQ1 helicase	Tau fibril FP	Tau fluor counter	Tau ThT inhib	HTT cytoprotect	L3MBTL1 inh	TRb SRC2 PPI
N#C/C(=C\c1cccs1)C(=O)N1CCOCC1
 : 0%	-1%	3%	-3%	-8%	10%[10 µM]	2%	-3%
COc1ccc(C(=O)NCc2nnc(SCC(=O)N3CCc4ccccc43)n2Cc2ccccc2)cc1
 : -2%	6%	8%	-16%	?	.	-1%	0%
O=C(NNC1OC(CO)C(O)C(O)C1O)c1cccc(Br)c1 (centres undefined)
 : -6%	-1%	9%	-9%	-14%	-55%[inhibitor]	.	-1%
CCCCOc1ccc(/C(O)=C2/C(=O)C(=O)N(Cc3cccnc3)C2c2ccncc2)c(C)c1 (centres undefined)
 : 3%	0%	5%	-2%	-5%	.	-3%	-1%

Full records as entered above.
Record of `COc1ccc(C(=O)NCc2nnc(SCC(=O)N3CCc4ccccc43)n2Cc2ccccc2)cc1` : TR SRC2 fluor cs = -2%; RECQ1 helicase = 6%; Tau fibril FP = 8%; Tau fluor counter = -16%; Tau ThT inhib = ?; HTT cytoprotect = .; L3MBTL1 inh = -1%; TRb SRC2 PPI = 0%
Record of `N#C/C(=C\c1cccs1)C(=O)N1CCOCC1` : TR SRC2 fluor cs = 0%; RECQ1 helicase = -1%; Tau fibril FP = 3%; Tau fluor counter = -3%; Tau ThT inhib = -8%; HTT cytoprotect = 10%[10 µM]; L3MBTL1 inh = 2%; TRb SRC2 PPI = -3%

Bioassay records (PubChem BioAssay)
